OX1R antag-1 = antagonists of human orexin 1 receptor (OX1R); OX1R-expressing cells, FRET antagonist read-out; inhibition, % at 6.6 µM; hit rate 1.8% among 330,000; AID 485270; in the data active = inhibition mostly above about 38%, no sharp cut-off; inactive = mostly below about 40%;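 also: 0% = agonist challenge alone and 100% = reference antagonist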
Target sequence (O43613 whole entry, looked up): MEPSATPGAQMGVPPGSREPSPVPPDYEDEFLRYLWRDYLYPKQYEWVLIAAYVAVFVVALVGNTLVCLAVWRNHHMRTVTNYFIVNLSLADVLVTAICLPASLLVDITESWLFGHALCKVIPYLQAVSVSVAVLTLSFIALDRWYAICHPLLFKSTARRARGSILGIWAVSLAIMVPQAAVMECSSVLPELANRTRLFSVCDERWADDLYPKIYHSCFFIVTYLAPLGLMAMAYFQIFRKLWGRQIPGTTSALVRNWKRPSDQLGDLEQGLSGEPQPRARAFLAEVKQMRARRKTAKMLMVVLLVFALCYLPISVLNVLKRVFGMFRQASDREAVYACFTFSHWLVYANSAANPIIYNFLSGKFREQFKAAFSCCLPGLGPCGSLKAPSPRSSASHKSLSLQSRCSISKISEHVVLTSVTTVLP
OX1R antag-2 = blocks the human orexin 1 receptor; inhibition, % at 5 µM; O43613; hit rate 0.43% among 330,000; AID 434989; CHO/OX1R cells, Fluo-8 calcium fluorescence, orexin A;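 active = inhibition above its plate's threshold, mean inhibition of all tested compounds on the plate plus 3 SD, cut at about 37% in these data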;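 also: 0% = orexin A challenge wells and 100% = SB-334867-A antagonist wells; not every result past the cut was called active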
STK33 kinase inh = human STK33 kinase inhibition; Q9BYT3; hit rate 0.073% among 320,000; purified STK33, MBP phosphorylation, ADP-Glo luminescence; inhibition, % at 10 µM;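 active = inhibition at or above 25%, using the most active replicate where run in duplicate; inactive = inhibition below 25%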
Target sequence (Q9BYT3 whole entry, looked up): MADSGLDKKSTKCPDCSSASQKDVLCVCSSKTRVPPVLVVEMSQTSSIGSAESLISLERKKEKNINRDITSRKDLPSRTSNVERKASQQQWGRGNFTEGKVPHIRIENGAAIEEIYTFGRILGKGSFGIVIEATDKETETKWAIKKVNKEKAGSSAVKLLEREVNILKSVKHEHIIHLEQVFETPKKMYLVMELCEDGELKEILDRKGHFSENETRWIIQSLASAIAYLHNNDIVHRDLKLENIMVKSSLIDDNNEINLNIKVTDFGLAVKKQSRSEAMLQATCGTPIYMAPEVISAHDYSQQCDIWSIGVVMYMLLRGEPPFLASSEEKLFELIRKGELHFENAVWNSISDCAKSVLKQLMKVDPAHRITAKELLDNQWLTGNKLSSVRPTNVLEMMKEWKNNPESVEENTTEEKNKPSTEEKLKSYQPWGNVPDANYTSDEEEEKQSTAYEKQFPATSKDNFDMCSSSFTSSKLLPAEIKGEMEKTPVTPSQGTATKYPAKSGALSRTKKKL
* marks the source's active call; other numbers are inactive results. No enrichment for hits; about 2.2% have a hit in one of these screens.

COc1cc(OC)cc(C(=O)Nc2ccccc2C(=O)N2CCCC2)c1 was read as OX1R antag-1 13, OX1R antag-2 -25 and STK33 kinase inh -0.2.
`COc1ccc(CCNc2c([N+](=O)[O-])ncn2C)cc1OC` gave OX1R antag-1 16, OX1R antag-2 -9 and STK33 kinase inh -1.4.
`COc1ccc(NC(=O)CN(C)CC(=O)NCC(=O)Nc2ccc(F)cc2)cc1` gave OX1R antag-1 17, OX1R antag-2 -36 and STK33 kinase inh -1.5.
CC(C)NC(=S)N1CCN(S(C)(=O)=O)CC1 was read as OX1R antag-1 -1, OX1R antag-2 17 and STK33 kinase inh -1.7.
`Cc1cnc(C(=O)OCC(=O)NC2CCCC(C)C2C)cn1` (stereo not given) gave OX1R antag-1 10, OX1R antag-2 -7 and STK33 kinase inh 0.1.
For O=C(CCCc1ccccc1)NC1CCSC1=O (stereo not given) the results were OX1R antag-1 10, OX1R antag-2 -11 and STK33 kinase inh -1.9.
`O=C(Nc1ccccc1)Nc1cccc(-c2nnco2)c1` gave OX1R antag-1 14, OX1R antag-2 -39 and STK33 kinase inh 0.9.
CCOc1cc(C2/C(=C(\O)c3cc(C)ccc3C)C(=O)C(=O)N2CCN(C)C)ccc1O (stereo not given) was read as OX1R antag-1 13, OX1R antag-2 -1 and STK33 kinase inh 0.0.
Cc1ccc(S(=O)(=O)Nc2nc(C)c(C(=O)NNS(=O)(=O)c3ccccc3)s2)cc1 was read as OX1R antag-1 3, OX1R antag-2 -10 and STK33 kinase inh -2.2.
For COc1ccc(CN(C(=O)CN2C(=O)NC3(CCC(C)CC3)C2=O)C(C)Cc2cccs2)cc1 (stereo not given) the results were OX1R antag-1 3, OX1R antag-2 -13 and STK33 kinase inh -0.6.
`C=CCN(C(=O)c1cccc(C(F)(F)F)c1)C1(C(=O)Nc2ccccc2)CCN(C(C)C)CC1` gave OX1R antag-1 10, OX1R antag-2 -38 and STK33 kinase inh -0.3.
COC(=O)C1=C(C)C(c2ccc(OC)cc2OC)NC(=O)N1 (stereo not given) was read as OX1R antag-1 14, OX1R antag-2 -20 and STK33 kinase inh -1.5.
Cc1ccc(NC(=S)/C(=C(\[O-])c2ccc(C)c([N+](=O)[O-])c2)[n+]2ccccc2)cc1C was read as OX1R antag-1 28, OX1R antag-2 -28 and STK33 kinase inh -0.7.
`CCc1cccc(CC)c1NC(=O)CSc1nnc(C2CC2)n1C` gave OX1R antag-1 19, OX1R antag-2 -7 and STK33 kinase inh -2.7.
For NS(=O)(=O)c1ccc(NC(=O)COC(=O)Cc2ccc(Cl)cc2)cc1 the results were OX1R antag-1 0, OX1R antag-2 -14 and STK33 kinase inh -0.8.

Structures above that contain a halogen, in the order listed:
`COc1ccc(NC(=O)CN(C)CC(=O)NCC(=O)Nc2ccc(F)cc2)cc1` gave OX1R antag-1 17, OX1R antag-2 -36 and STK33 kinase inh -1.5.
`C=CCN(C(=O)c1cccc(C(F)(F)F)c1)C1(C(=O)Nc2ccccc2)CCN(C(C)C)CC1` gave OX1R antag-1 10, OX1R antag-2 -38 and STK33 kinase inh -0.3.
For NS(=O)(=O)c1ccc(NC(=O)COC(=O)Cc2ccc(Cl)cc2)cc1 the results were OX1R antag-1 0, OX1R antag-2 -14 and STK33 kinase inh -0.8.

Returning to the listing with the two entries that preceded the break.
`CCc1cccc(CC)c1NC(=O)CSc1nnc(C2CC2)n1C` gave OX1R antag-1 19, OX1R antag-2 -7 and STK33 kinase inh -2.7.
For NS(=O)(=O)c1ccc(NC(=O)COC(=O)Cc2ccc(Cl)cc2)cc1 the results were OX1R antag-1 0, OX1R antag-2 -14 and STK33 kinase inh -0.8.
For CCC1CCCCN1C(=O)c1noc(C(C)C)c1[N+](=O)[O-] (stereo not given) the results were OX1R antag-1 24 and OX1R antag-2 -19.
Screening O=c1[nH]c(NCCO)nc2c1C1(CCCC1)Cc1ccccc1-2 returned OX1R antag-1 9, OX1R antag-2 -16 and STK33 kinase inh 4.5.
Screening Cc1cccc(C(=O)Nc2nnc(Cc3c[nH]c4ccccc34)s2)c1 returned OX1R antag-1 16, OX1R antag-2 0 and STK33 kinase inh -0.8.
Cc1ccc2oc(C(=O)N3CCN(C)C[C@@H]3C(C)C)c(C)c2c1 was read as OX1R antag-1 5, OX1R antag-2 -23 and STK33 kinase inh -0.1.
For COc1cc(/C=C(/C#N)c2ccc(F)cc2)ccc1Oc1ccc([N+](=O)[O-])cn1 the results were OX1R antag-1 24, OX1R antag-2 4 and STK33 kinase inh -1.7.
Screening COC(=O)c1cc(O)cc(OC)c1Oc1cc(C)cc(O)c1C(=O)O returned OX1R antag-1 14, OX1R antag-2 7 and STK33 kinase inh -0.5.
Cc1ccc2nc(CSc3nnc4ccccn34)cc(=O)n2c1 was read as OX1R antag-1 25, OX1R antag-2 -13 and STK33 kinase inh 0.2.
Screening O=[N+]([O-])c1cc(S(=O)(=O)N2CCCC2)ccc1NCCCN1CCOCC1 returned OX1R antag-1 51*, OX1R antag-2 -18 and STK33 kinase inh -2.2.
Screening COc1ccc(OC)c2[nH]c(=O)c(CCNC(=O)c3cc4ccccc4o3)cc12 returned OX1R antag-1 13, OX1R antag-2 -51 and STK33 kinase inh 0.5.
`CCOc1ccc(-n2c(Cc3cc(=O)[nH]c(=O)[nH]3)nnc2SCc2cccnc2)cc1` gave OX1R antag-1 4, OX1R antag-2 -7 and STK33 kinase inh -3.8.
For S=c1[nH]nc(-c2ccncc2)n1/N=C/C(Cl)=C\c1ccccc1 the results were OX1R antag-1 42*, OX1R antag-2 -28 and STK33 kinase inh -1.8.
Screening O=C(NCc1ccco1)c1ccc(=O)oc1 returned OX1R antag-1 23, OX1R antag-2 -4 and STK33 kinase inh -0.3.
Screening CN=C1S/C(=C\c2ccc(SC)cc2)C(=O)N1C returned OX1R antag-1 4, OX1R antag-2 -6 and STK33 kinase inh 1.2.
O=C(NCCC(=O)N1CCN(c2ccccn2)CC1)c1ccc(Cl)cc1 was read as OX1R antag-1 -1, OX1R antag-2 -19 and STK33 kinase inh -2.2.
Screening Cc1nnc(NC(=O)Oc2ccccc2)s1 returned OX1R antag-1 -11, OX1R antag-2 8 and STK33 kinase inh -7.5.
`COc1cccc(-c2nc(N3CCCCC3)c3ccccc3n2)c1O` gave OX1R antag-1 35, OX1R antag-2 -41 and STK33 kinase inh -0.6.
`CCOC(=O)C1CCCN(S(=O)(=O)c2cccs2)C1` (stereo not given) gave OX1R antag-1 20, OX1R antag-2 -6 and STK33 kinase inh 0.4.
Screening CNC(=O)N(O)C1N(NC(=O)Nc2ccccc2)C(=S)SC1(C)C (stereo not given) returned OX1R antag-1 16, OX1R antag-2 -16 and STK33 kinase inh -0.7.
`COc1ccc(CCCNC(=O)C2CCC(=O)N(CCc3cccc(F)c3)C2)cc1` (stereo not given) gave OX1R antag-1 14, OX1R antag-2 -9 and STK33 kinase inh -2.5.
For CCOC(=O)C1CCN(C(=O)c2c(C)oc3c2C(=O)c2ccccc2C3=O)CC1 the results were OX1R antag-1 70*, OX1R antag-2 -33 and STK33 kinase inh -2.1.
`COc1cccc(NC(=O)C2CC(=O)OC23CCOC(C)(C)C3)c1` (stereo not given) gave OX1R antag-1 8, OX1R antag-2 -13 and STK33 kinase inh -0.8.
`N#CCC(=O)Nc1ccc(C(=O)N2CCN(S(=O)(=O)c3ccc4ccccc4c3)CC2)cc1` gave OX1R antag-1 4, OX1R antag-2 -2 and STK33 kinase inh 0.6.
`CC1CCN(CCC(=O)NN)CC1` gave OX1R antag-1 19, OX1R antag-2 -7 and STK33 kinase inh -0.7.
For Cc1ccc(OCc2cc(C(=O)Nc3ccccc3)oc2C)cc1 the results were OX1R antag-1 36, OX1R antag-2 -32 and STK33 kinase inh -1.7.
CN1C(=O)N(C)C2(CC1(C)C)CC(C)(C)N(C)C(=O)N2C was read as OX1R antag-1 24, OX1R antag-2 -3 and STK33 kinase inh -0.5.
For Cc1ccc(CN2CCN(CC(=O)O)C2=O)cc1 the results were OX1R antag-1 7 and OX1R antag-2 -13.
For O=C1CC2(CCCCC2)Oc2ccc(F)cc21 the results were OX1R antag-1 0, OX1R antag-2 -4 and STK33 kinase inh 1.0.
For C=CCN(CC(=O)NC1CCCC1)C(=O)C(=O)Nc1ccc2c(c1)OCCO2 the results were OX1R antag-1 6, OX1R antag-2 -33 and STK33 kinase inh -0.3.
Screening O=C(CCN1C(=O)c2ccccc2C1=O)Nc1ccc(-c2cn3ccsc3n2)cc1 returned OX1R antag-1 7, OX1R antag-2 -17 and STK33 kinase inh -0.7.
Screening Cn1cncc1C#Cc1ccc2cc(C3(O)CCCCC3)oc(=O)c2c1 returned OX1R antag-1 2, OX1R antag-2 -14 and STK33 kinase inh -0.5.

Molecules shown so far with a COOH group (two):
Screening COC(=O)c1cc(O)cc(OC)c1Oc1cc(C)cc(O)c1C(=O)O returned OX1R antag-1 14, OX1R antag-2 7 and STK33 kinase inh -0.5.
For Cc1ccc(CN2CCN(CC(=O)O)C2=O)cc1 the results were OX1R antag-1 7 and OX1R antag-2 -13.

Continuation.
`NS(=O)(=O)c1ccc(CCNC(=O)c2ccc(OCC3CCCO3)cc2)cc1` (stereo not given) gave OX1R antag-1 6, OX1R antag-2 8 and STK33 kinase inh -0.6.
Screening CCCCN(C(=O)c1ccc(S(=O)(=O)N(C)C)cc1)c1ccccc1 returned OX1R antag-1 5, OX1R antag-2 -23 and STK33 kinase inh -0.9.
COc1ccc(CC(=O)NCc2nnc(SCC(=O)Nc3cccc(F)c3)n2C)cc1 was read as OX1R antag-1 92*, OX1R antag-2 -8 and STK33 kinase inh -0.8.
Screening COc1ccccc1NC(=O)c1ccccc1NC(=O)c1cc(Cl)ccc1NC(=O)c1ccco1 returned OX1R antag-1 1, OX1R antag-2 -27 and STK33 kinase inh -2.2.
COc1ccccc1NC(=O)O/N=C(\N)c1ccccc1 was read as OX1R antag-1 5, OX1R antag-2 -9 and STK33 kinase inh 1.1.
`COc1cc(CC(=O)N(C)CC(=O)Nc2cc(C)ccc2C)cc(OC)c1OC` gave OX1R antag-1 15, OX1R antag-2 -8 and STK33 kinase inh -2.0.
For O=C(Cc1ccc2c(c1)OCCO2)N1CCN(S(=O)(=O)c2cccc(Cl)c2Cl)CC1 the results were OX1R antag-1 20, OX1R antag-2 -15 and STK33 kinase inh 1.1.
COc1ccccc1Nc1nc(NCCO)nc(N2CCCC2)n1 was read as OX1R antag-1 12, OX1R antag-2 -15 and STK33 kinase inh 1.9.
For COc1ccccc1OCC(=O)Nc1c2c(nn1-c1ccc(C)cc1)CS(=O)(=O)C2 the results were OX1R antag-1 10, OX1R antag-2 -21 and STK33 kinase inh 0.1.
For O=C(NNC1CC(=O)N(c2ccccc2)C1=O)c1cccnc1 (stereo not given) the results were OX1R antag-1 24, OX1R antag-2 -2 and STK33 kinase inh -1.3.
For N=c1n(CCN2CCCCC2)c2ccccc2n1CC(O)COc1ccccc1 (stereo not given) the results were OX1R antag-1 5, OX1R antag-2 -23 and STK33 kinase inh -6.4.
CC(C)c1ncc(S(=O)(=O)c2ccc(C(F)(F)F)cn2)c(N)n1 was read as OX1R antag-1 9, OX1R antag-2 -20 and STK33 kinase inh -1.4.
Screening COc1ccc(C(=O)NC(=S)N2CCC(C)CC2)cc1Br returned OX1R antag-1 20, OX1R antag-2 -49 and STK33 kinase inh 1.1.
Screening COc1ccc(C(=O)c2ccccc2Cl)cc1 returned OX1R antag-1 11, OX1R antag-2 0 and STK33 kinase inh -1.6.
CCOC(=O)c1ccc(NC(=O)NCc2cccnc2)cc1 was read as OX1R antag-1 8, OX1R antag-2 -10 and STK33 kinase inh 1.1.
For COc1cccc(/C=C2\Oc3cc(OCC(=O)N4Cc5ccccc5C[C@H]4C(=O)O)ccc3C2=O)c1 the results were OX1R antag-1 17, OX1R antag-2 -37 and STK33 kinase inh 15.
For COCCNC(=O)C(=O)Nc1ccc(Br)cc1 the results were OX1R antag-1 20, OX1R antag-2 0 and STK33 kinase inh -1.2.
Cn1ncc(Cl)c1C(=O)N1CCN(S(=O)(=O)c2ccc(F)cc2)CC1 was read as OX1R antag-1 14, OX1R antag-2 2 and STK33 kinase inh -0.1.
Screening Cc1nc(-c2ccccc2)ccc1C(=O)O returned OX1R antag-1 16, OX1R antag-2 -2 and STK33 kinase inh 2.6.
c1ccc(NCc2nc(-c3ccccc3)no2)cc1 was read as OX1R antag-1 18, OX1R antag-2 -13 and STK33 kinase inh -2.0.
Screening COc1ccc(/C=C2\N=C(SC)N(C)C2=O)cc1 returned OX1R antag-1 17, OX1R antag-2 10 and STK33 kinase inh 0.1.
Screening Cc1ccccc1CNS(=O)(=O)c1c(C(=O)N2CCCCC2)c(C)n(C)c1C returned OX1R antag-1 1, OX1R antag-2 -22 and STK33 kinase inh -0.5.
Screening CC1CCN(CC(=O)Nc2ccc(Br)cc2[N+](=O)[O-])CC1 returned OX1R antag-1 23, OX1R antag-2 -10 and STK33 kinase inh 1.1.
`COc1cc(OC)cc(C(=O)N2CCN(S(C)(=O)=O)CC2)c1` gave OX1R antag-1 3, OX1R antag-2 8 and STK33 kinase inh -0.9.
COc1ccc(S(=O)(=O)Cc2ccc(C(=O)NCc3ccc(C)cc3)o2)cc1 was read as OX1R antag-1 5, OX1R antag-2 5 and STK33 kinase inh 1.1.
COc1ccc2nc(SC(C(=O)c3ccccc3)c3ccccc3)nc(C)c2c1 (stereo not given) was read as OX1R antag-1 19, OX1R antag-2 -33 and STK33 kinase inh -0.3.
`Cc1nc2c(-c3ccccc3)c(C)nn2c(SCC(N)=O)c1Cc1ccccc1` gave OX1R antag-1 7, OX1R antag-2 -13 and STK33 kinase inh -0.6.
COc1ccc([N+](=O)[O-])cc1NC(=O)c1ccccc1SC was read as OX1R antag-1 41, OX1R antag-2 -19 and STK33 kinase inh -0.4.
COc1ccc(CCN2CC(C(=O)NCCc3ccccc3)CC2=O)cc1OC (stereo not given) was read as OX1R antag-1 10, OX1R antag-2 -2 and STK33 kinase inh -0.6.

Source: PubChem BioAssay (several laboratories)
